UGM FP inh: blocks M. tuberculosis UGM enzyme; purified UGM, fluorescence polarization probe displacement; P9WIQ1; 0.06% of 320,000 active; inhibition, % at 10 µM; in the data active = inhibition above about 10%, passing the limit was not always enough; inconclusive = no clear call, values can overlap the other calls
Target sequence (P9WIQ1 whole entry, looked up): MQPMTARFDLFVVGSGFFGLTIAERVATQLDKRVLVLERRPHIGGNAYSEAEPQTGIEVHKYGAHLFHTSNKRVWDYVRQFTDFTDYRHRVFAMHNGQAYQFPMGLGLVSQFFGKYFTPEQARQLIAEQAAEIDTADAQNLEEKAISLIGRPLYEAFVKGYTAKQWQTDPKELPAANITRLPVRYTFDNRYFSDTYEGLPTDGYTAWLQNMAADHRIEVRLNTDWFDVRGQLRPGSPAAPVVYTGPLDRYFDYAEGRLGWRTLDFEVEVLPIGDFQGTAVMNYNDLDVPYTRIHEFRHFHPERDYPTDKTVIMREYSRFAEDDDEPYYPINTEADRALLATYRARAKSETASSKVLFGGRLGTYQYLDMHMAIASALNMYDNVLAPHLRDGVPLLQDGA
CCHF vOTU inh: blocks the CCHF virus ovarian tumor domain protease | inhibition, % at 11.5 µM | CCHFV vOTU protease, Pep-AMC fluorescence | AID 651958 | 0.55% of 370,000 active; also: 0% = vehicle wells with enzyme and 100% = no enzyme wells
GDH-TPI counter: inhibits GDH-TPI coupling enzymes, artifact for Mtb FBA screen | inhibition, % at 4.8 µM | AID 588335 | 1.2% of 360,000 active | GDH-TPI coupled enzyme counterscreen, NADH absorbance;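 also: 0% = DMSO wells and 100% = wells lacking the enzyme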
Mtb BioA inh: blocks M. tuberculosis BioA enzyme activity; purified M. tuberculosis BioA enzyme, plate reader; 0.096% of 360,000 active; inhibition, % at 9.99 µM; in the data active = inhibition above about 40%; inconclusive = no clear call, values can overlap the other calls
FadD28 FP inh: inhibitors of Mycobacterium tuberculosis FadD28 bisubstrate binding; FadD28 bisubstrate probe binding, fluorescence polarization; inhibition, % at 12.5 µM; 0.22% of 360,000 active; AID 588549; in the data active = inhibition above about 8.5%, passing the limit was not always enough; inconclusive = no clear call, values can overlap the other calls
Mtb FBA inh: inhibits M. tuberculosis FBA enzyme; P9WQA3; purified M. tuberculosis FBA, fluorescence read-out; inhibition, % at 1 µM; 2.3% of 360,000 active; in the data active = inhibition above about 27%;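 also: 0% = vehicle and 100% = reference inhibitor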
Target sequence (P9WQA3 whole entry, looked up): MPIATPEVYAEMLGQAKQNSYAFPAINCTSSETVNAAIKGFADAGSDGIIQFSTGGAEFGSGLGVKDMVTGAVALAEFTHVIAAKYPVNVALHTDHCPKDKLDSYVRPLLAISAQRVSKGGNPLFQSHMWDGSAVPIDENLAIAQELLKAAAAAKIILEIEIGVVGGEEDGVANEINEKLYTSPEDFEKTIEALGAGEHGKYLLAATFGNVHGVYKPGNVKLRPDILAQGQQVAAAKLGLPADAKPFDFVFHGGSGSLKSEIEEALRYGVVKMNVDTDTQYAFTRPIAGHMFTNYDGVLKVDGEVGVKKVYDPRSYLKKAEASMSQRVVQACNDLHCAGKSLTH
PrPC TRFRET: cell surface PrPC inhibition, primary TR-FRET screen | TR-FRET read-out | inhibition, % at 13.8 µM | 0.43% of 370,000 active; in the data active = inhibition above about 24%; also: 0% = median of the test wells and 100% = reference compound wells
BoNT A protease: inhibitors of Botulinum neurotoxin A light chain protease. multiplex microsphere protease substrate cleavage, flow cytometry. inhibition, % at 10 µM. 0.17% of 360,000 active; in the data active = inhibition above about 30%; inconclusive = no clear call, values can overlap the other calls; also: plate controls were buffer without enzyme for full effect and enzyme alone for no effect
BoNT F protease: blocks Botulinum neurotoxin F light chain protease | Multiplex microsphere protease cleavage assay, flow cytometry | inhibition, % at 10 µM | 0.22% of 360,000 active | AID 588497; in the data active = inhibition above about 35%, passing the limit was not always enough; inconclusive = no clear call, values can overlap the other calls; also: plate controls were buffer without enzyme for full effect and enzyme alone for no effect
Active calls of the source: *; ? = inconclusive; / = not tested or not shown; + = active, no number. Rule as the data show it, unless noted: active = inhibition above about 30%; inactive = the rest.

SMILES	UGM FP inh	CCHF vOTU inh	GDH-TPI counter	Mtb BioA inh	FadD28 FP inh	Mtb FBA inh	PrPC TRFRET	BoNT A protease	BoNT F protease
C/C(=N\NC(=O)c1ccccc1)c1ccc(N2CCOCC2)cc1	-0.4	10	31*	1.0	-2.4	-10	-4	0.3	10
CCCCCCP(=O)(O)c1ccccc1	-1.8	1	-9	1.4	-3.4	0	4	-0.7	2
O=S(=O)(c1ccc(-c2cnc(C3CC3)o2)cc1)N1CCN(c2ccccc2)CC1	-1.1	4	8	-1.3	-0.2	-1	-1	-0.1	0
CCCCn1c(SCC(=O)NCc2ccco2)nnc1-c1ccoc1C	3.8	10	2	0.4	0.6	7	-1	-0.6	-23
COc1ccc(CC(=O)NCC(=O)N/N=C/c2c[nH]c3ccccc23)cc1	6.0	12	10	0.4	-0.7	-3	0	-2.2	-8
O=C(Nc1ccc(S(=O)(=O)N2CCOCC2)cc1)c1ccc(Br)o1	0.4	-6	9	2.5	-3.6	1	0	5.6	25
CC1CCN(C(=O)c2[nH]cnc2C(=O)Nc2ccccc2F)CC1	/	13	-6	0.6	-2.6	-4	-4	-0.1	-2
CN(C)CC(CCC(CN(C)C)C(=O)c1ccccc1)C(=O)c1ccccc1 (stereo not drawn)	/	/	22	/	-2.0	4	/	-0.3	?
Cc1ccc(C2=NN(S(=O)(=O)c3ccccc3)C(c3ccco3)C2)cc1 (stereo not drawn)	-0.3	3	-4	-1.1	/	-2	1	-1.5	3
COc1ccc(S(=O)(=O)N2CCOCC2)cc1C(=O)Nc1ccon1	-0.8	12	-10	-0.9	-4.3	-7	6	0.2	-3

One compound at a time (already shown). Order of screens: UGM FP inh, CCHF vOTU inh, GDH-TPI counter, Mtb BioA inh, FadD28 FP inh, Mtb FBA inh, PrPC TRFRET, BoNT A protease, BoNT F protease
`CC1CCN(C(=O)c2[nH]cnc2C(=O)Nc2ccccc2F)CC1` across the screens: /, 13, -6, 0.6, -2.6, -4, -4, -0.1, -2
`C/C(=N\NC(=O)c1ccccc1)c1ccc(N2CCOCC2)cc1` across the screens: -0.4, 10, 31*, 1.0, -2.4, -10, -4, 0.3, 10
`COc1ccc(S(=O)(=O)N2CCOCC2)cc1C(=O)Nc1ccon1` across the screens: -0.8, 12, -10, -0.9, -4.3, -7, 6, 0.2, -3

Next part.
SMILES	UGM FP inh	CCHF vOTU inh	GDH-TPI counter	Mtb BioA inh	FadD28 FP inh	Mtb FBA inh	PrPC TRFRET	BoNT A protease	BoNT F protease
Cc1cccc(N(CC(=O)NC2CCCC2)C(=O)CS(=O)CC(=O)Nc2ccc3c(c2)OCO3)c1 (stereo not drawn)	/	-11	-6	/	-3.3	-2	-2	?	-11
NCCCn1c(C(=O)c2cc(Cl)c(N)c(Cl)c2)c2ccc(C(F)(F)F)cc2[n+]1[O-]	-2.7	6	8	0.1	-9.8	-4	-18	5.9	-6
CCOc1ccc(CCN2C(=O)C(=O)N([C@@H](CC(C)C)CN3CCC[C@H]3CN3C(=O)C(=O)NC[C@@H]3CC(C)C)C[C@@H]2Cc2ccc(O)cc2)cc1	/	22	/	/	/	/	3	-0.3	7
Cc1nn2c(-c3ccccc3)ccnc2c1Br	3.1	-2	3	-0.4	-2.3	-5	-8	1.5	-5
CC1CCCCN1C(=O)CCS(=O)(=O)c1cc2c(cc1Cl)NC(=O)CO2 (stereo not drawn)	-3.2	-2	-1	-0.3	0.3	0	8	0.3	-4
CC(=O)Nc1ccc(S(=O)(=O)N2CCN(c3cc(C)ccc3C)CC2)cc1	-0.1	10	-4	2.5	-2.4	0	11	0.4	4
CN(C)CCN1C(=O)C2C3C=CC(C3)C2C1=O (stereo not drawn)	-2.0	-8	3	/	-0.1	2	6	-0.6	-6
Nc1ncc(Br)cc1S(=O)(=O)NCCC(=O)N1CCN(c2ccccn2)CC1	0.6	-5	1	-1.2	-3.5	2	6	0.9	10
COc1ccc(Oc2nc(C)cc(C)c2S(=O)(=O)c2ccc(C)cc2)cc1	-2.1	7	0	/	2.1	0	4	-0.6	0
COCCCNc1ccnc2c(Cl)cccc12	1.1	12	-7	/	-0.8	4	3	0.2	-5

The closing three records of the part above are carried over, then new ones follow.
SMILES	UGM FP inh	CCHF vOTU inh	GDH-TPI counter	Mtb BioA inh	FadD28 FP inh	Mtb FBA inh	PrPC TRFRET	BoNT A protease	BoNT F protease
Nc1ncc(Br)cc1S(=O)(=O)NCCC(=O)N1CCN(c2ccccn2)CC1	0.6	-5	1	-1.2	-3.5	2	6	0.9	10
COc1ccc(Oc2nc(C)cc(C)c2S(=O)(=O)c2ccc(C)cc2)cc1	-2.1	7	0	/	2.1	0	4	-0.6	0
COCCCNc1ccnc2c(Cl)cccc12	1.1	12	-7	/	-0.8	4	3	0.2	-5
CCCCCCCCN1C(=O)[C@H](CC(=O)NCCCCc2ccccc2)C[C@@]2(C(=O)OCC)CCCC=C12	/	13	/	/	/	/	-8	-0.3	-4
C=CCC1c2cccc(C(=O)O)c2C(=O)N1c1ccc(F)cc1 (stereo not drawn)	0.9	2	9	-0.8	-0.8	0	4	1.0	13
Brc1ccc2nc(C3CCCCC3)c(Cc3ccccc3)n2c1	/	11	/	2.1	-3.9	1	-2	1.4	-18
CCN(C(=O)COC(=O)c1ccccc1NCc1ccco1)c1c(N)n(Cc2ccccc2)c(=O)[nH]c1=O	/	-89	-4	-1.0	-2.4	142*	7	0.3	10
O=C(c1cc2ccccc2o1)N1CCOCC1	-2.7	19	9	0.4	-1.4	5	9	?	/
CCN(CC(=O)Nc1c(F)cccc1F)C(=O)CCCc1c[nH]c2ccccc12	-2.1	10	4	-2.2	-0.3	-2	-3	2.1	3
CC(=O)NC(CCS(C)(=O)=O)C(=O)Nc1cc(C)on1 (stereo not drawn)	0.1	12	5	-5.0	0.7	2	9	-0.4	-5
COc1ccc(C(CNC(=O)C(CCSC)NC(=O)c2ccccc2Cl)N2CCCCC2)cc1 (stereo not drawn)	-1.9	-1	11	-1.6	-2.0	-3	1	0.8	1
COc1ccc(CNC(=O)C(C)OC(=O)CCN2C(=O)C3CC=CCC3C2=O)cc1 (stereo not drawn)	0.7	-7	3	0.2	-2.6	-2	1	0.4	-3
C[C@@H]1CC[C@@]2(O[C@@H](CCO)C[C@H](O)[C@H]2O)O1	-1.3	-4	-14	-1.2	-3.1	-2	2	-0.1	-4
Cc1nnc2sc(-c3ccc(NC(=O)CSc4ccc(Cl)cc4)cc3)nn12	-0.6	1	6	0.0	-0.7	-1	-2	0.6	-3
CCCC(=O)Nc1ccc2nc(SCC(=O)N3CCCC3)sc2c1	0.7	-1	-2	/	-1.9	1	1	0.5	5
COc1ccc(S(=O)(=O)N2CCc3ccccc32)cc1C(=O)NCC(c1ccco1)N1CCCC1 (stereo not drawn)	0.4	11	15	-2.4	-2.2	2	0	2.1	8
O=C(COC(=O)c1ncc(Cl)c(Cl)c1Cl)NNC(=O)c1ccccc1	-3.8	2	-7	-1.6	-1.3	1	-7	2.1	?
CCc1nnc(NC(=O)Nc2ccc(Cl)cc2)s1	1.2	-8	3	/	-1.5	-2	2	1.1	3
Cc1ccccc1CC1SC(N=C(N)N)=NC1=O (stereo not drawn)	2.6	-2	-3	-0.4	-4.5	1	6	2.7	14
O=C(Nc1ccc(O)c2c(=O)cc(-c3cccc(Cl)c3)oc12)c1cccc(Cl)c1	-2.4	2	2	0.8	-0.3	2	9	-0.4	-3
CC(C)Cn1c(N)c(C(=O)COC(=O)c2ccccc2C(=O)c2ccccc2)c(=O)n(C)c1=O	-1.2	-2	2	-1.9	-1.1	-1	3	-0.5	-13
CN(C)S(=O)(=O)c1ccc(Cl)c(C(=O)Nc2ccc(S(=O)(=O)N3CCOCC3)cc2)c1	0.7	2	-12	/	-2.5	-3	3	-3.5	-6
CCOC(=O)C(CC)c1cc2n(c(=O)c1C#N)CCC21OCCO1 (stereo not drawn)	/	-32	/	/	-0.6	69*	6	0.0	4
Cc1ccc(C)c(S(=O)(=O)NCCOC(=O)Nc2sc(=S)n(C)c2C)c1	2.8	15	9	-1.5	3.3	6	6	-0.4	-8
CN(C)CCC(=O)c1ccc2c(c1)OCO2	-1.7	3	-5	-1.0	-1.0	3	-4	1.9	8
COc1cc2ccccc2nn1	0.9	-19	-4	/	-3.1	5	4	-0.8	6
COC(=O)C1=C(C)NC(=O)NC1c1ccc(OCC(=O)N2CCCCC2)cc1 (stereo not drawn)	0.0	8	-2	-1.8	-2.9	2	1	-0.1	-4
Cc1ccc(N(C(=O)c2sc(C)nc2C)C(C(=O)NC(C)(C)C)c2ccncc2)cc1 (stereo not drawn)	-3.8	-9	2	/	-1.5	2	5	-0.3	0
O=C(c1ccccc1S(=O)(=O)NCc1ccccc1)N1CCCC1	0.7	-5	13	-1.1	1.5	3	0	1.0	-17
CC(OC(=O)c1ccc2c(c1)OCCO2)C(=O)c1ccccc1 (stereo not drawn)	0.2	-1	12	/	-1.4	-3	2	-0.6	-6
Cc1ccc(C)c(N=Cc2ccc(-c3ccc([N+](=O)[O-])cc3)o2)c1	-2.2	7	-2	/	0.2	2	10	0.7	-8
CC(=O)c1ccc(NC(=O)CCC(=O)N2CC(C)Oc3ccc(C)cc32)cc1 (stereo not drawn)	-0.4	12	11	0.3	-2.6	0	0	1.4	-11
O=C(CSc1nncs1)NCc1ccc(F)cc1	-1.9	-5	4	/	-2.0	6	7	-0.4	0
O=S(=O)(Nc1ccc(O)c(CN2CCCCC2)c1)c1ccccc1	2.6	4	3	-0.3	-2.1	-1	9	0.1	-10
CN1C(=O)/C(=C\N2CCc3ccccc32)C(=O)NC1=S	-2.4	2	7	/	-0.6	5	1	-0.9	-11
COc1ccccc1NC(=O)Nc1nc(CC(=O)NCc2cccnc2)cs1	0.4	-1	2	1.0	-0.9	0	-4	-4.2	-9
CCn1c(=O)cc(SCC(=O)Nc2cccc(SC)c2)c2ccccc21	-0.5	-4	5	-1.9	-1.2	-3	0	-1.1	-6
CN(C)c1ccc(CN(C(=O)c2ccccc2Br)C2CCS(=O)(=O)C2)cc1 (stereo not drawn)	-0.8	-4	4	-0.4	0.3	-2	5	0.0	13
CCCCCCNCCn1cnc2c(N)ncnc21	-5.7	1	10	1.5	-0.1	0	-7	-0.6	-6
CC(=O)c1ccc(OCCCOc2cccc3cccnc23)cc1	-0.4	0	4	11	-2.6	1	8	-4.0	-4
CC(=N\Nc1ccc(Cl)cc1)/C(=N/O)C(=O)Nc1ccccc1	-0.1	5	7	0.9	2.3	6	-13	1.1	3
CCCCOC(=O)Nc1cccc(C(=O)OCC)c1	0.1	9	0	-1.1	-2.6	4	0	-0.7	-6
Cc1c(N2C(=O)c3ccc(F)cc3C2=O)c(=O)n(-c2ccccc2)n1C	-0.7	-1	2	-0.2	-1.4	0	-2	-0.5	6
O=C1CN(C(=O)CN2CCCCC2)C(c2ccccc2)c2cc(Br)ccc2N1 (stereo not drawn)	0.3	7	14	1.2	0.2	-5	-7	-0.8	-7
Cc1nc2ccc(F)cc2cc1C(=O)NCc1ccco1	-1.7	0	7	-0.6	-0.7	-1	0	0.1	-1
COC(C[C@@H](O)C[C@@H](O)COCc1ccccc1)OC	/	-6	7	-1.4	-2.7	-4	1	-0.5	-8
COC(=O)COc1cc(Cl)c(C=O)cc1OC	-1.6	0	12	/	-2.3	9	3	-0.1	-7
CCOc1cccc(NC(=O)C2CCCN(S(=O)(=O)c3ccc(OC)cc3)C2)c1 (stereo not drawn)	-0.3	-2	19	0.1	-6.6	-1	18	0.0	-9
Cc1ccc(-c2csc(C(O)(c3ccccc3)C(F)(F)F)n2)cc1C (stereo not drawn)	/	17	4	-1.8	-15	-1	-5	0.0	7
CCC1CCCCN1CCCNC(=O)CCCNC(=O)Cn1cnc2sc3c(c2c1=O)CCCC3 (stereo not drawn)	-1.2	0	2	/	-0.6	0	-1	-0.1	2
CC(=O)Nc1cc(C(=O)N2CCOCC2)ccc1S(=O)(=O)c1ccc(C)cc1	0.1	-14	-5	/	-1.9	3	1	0.4	2
CCn1c(SCC(=O)N2CCCCC2C)nc2c1c(=O)n(C)c(=O)n2C (stereo not drawn)	3.7	6	-7	0.3	-0.2	2	5	-3.3	8
COc1ccc(-c2nc(C#N)c(N3CCC(C(N)=O)CC3)o2)cc1OC	-0.5	-138	21	-0.8	0.1	+	3	?	?
O=C(N/N=C/c1ccc(Cl)c([N+](=O)[O-])c1)c1cc(-c2ccccc2)nc2ccccc12	-2.0	-10	6	/	-2.1	1	3	0.4	0
